Assay outcomes deposited in PubChem BioAssay by National Center for Advancing Translational Sciences (NCATS).
HT1080-NT tox: kills 2HG-producing HT-1080-NT fibrosarcoma cells; HT-1080-NT fibrosarcoma viability, CellTiter-Glo ATP luminescence, 48 h; Potency, µM (highest dose often 46.1 µM), inactives show top-dose activity, negative = less viability, usual class: cytotoxic; 360,000 compounds, 1.6% hits; AID 686970;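 further: NT is the 2HG producing partner of a matched IDH1 knockdown line; potency means the concentration at half of the fitted maximal effect; 0% = DMSO-treated cells and -100% = media-only wells without cells; nearly all actives have a fitted effect of over 55% in size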
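Viability by CellTiter-Glo luminescence after 48 h compound exposure at 37C of HT-1080-NT cells (750/well, RPMI, 5% FBS). % activity scaled between DMSO wells and medium-only wells, then curve-fitted and categorized by curve class.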
WRN helicase inh: blocks human WRN helicase. Q14191. WRN helicase unwinding, fluorescent forked duplex, kinetic. Potency, µM (top dose mostly 114 µM), for inactives: at the top dose activity change, negative = inhibition, actives largely listed as inhibitors. 360,000 compounds, 0.46% hits. AID 651768; further: potency means the concentration at half of the fitted maximal effect; on the % scale 0 is the no-effect control and ±100 the full control effect; nearly all actives have a fitted effect of over 55% in size
Target sequence (Q14191 whole entry, looked up): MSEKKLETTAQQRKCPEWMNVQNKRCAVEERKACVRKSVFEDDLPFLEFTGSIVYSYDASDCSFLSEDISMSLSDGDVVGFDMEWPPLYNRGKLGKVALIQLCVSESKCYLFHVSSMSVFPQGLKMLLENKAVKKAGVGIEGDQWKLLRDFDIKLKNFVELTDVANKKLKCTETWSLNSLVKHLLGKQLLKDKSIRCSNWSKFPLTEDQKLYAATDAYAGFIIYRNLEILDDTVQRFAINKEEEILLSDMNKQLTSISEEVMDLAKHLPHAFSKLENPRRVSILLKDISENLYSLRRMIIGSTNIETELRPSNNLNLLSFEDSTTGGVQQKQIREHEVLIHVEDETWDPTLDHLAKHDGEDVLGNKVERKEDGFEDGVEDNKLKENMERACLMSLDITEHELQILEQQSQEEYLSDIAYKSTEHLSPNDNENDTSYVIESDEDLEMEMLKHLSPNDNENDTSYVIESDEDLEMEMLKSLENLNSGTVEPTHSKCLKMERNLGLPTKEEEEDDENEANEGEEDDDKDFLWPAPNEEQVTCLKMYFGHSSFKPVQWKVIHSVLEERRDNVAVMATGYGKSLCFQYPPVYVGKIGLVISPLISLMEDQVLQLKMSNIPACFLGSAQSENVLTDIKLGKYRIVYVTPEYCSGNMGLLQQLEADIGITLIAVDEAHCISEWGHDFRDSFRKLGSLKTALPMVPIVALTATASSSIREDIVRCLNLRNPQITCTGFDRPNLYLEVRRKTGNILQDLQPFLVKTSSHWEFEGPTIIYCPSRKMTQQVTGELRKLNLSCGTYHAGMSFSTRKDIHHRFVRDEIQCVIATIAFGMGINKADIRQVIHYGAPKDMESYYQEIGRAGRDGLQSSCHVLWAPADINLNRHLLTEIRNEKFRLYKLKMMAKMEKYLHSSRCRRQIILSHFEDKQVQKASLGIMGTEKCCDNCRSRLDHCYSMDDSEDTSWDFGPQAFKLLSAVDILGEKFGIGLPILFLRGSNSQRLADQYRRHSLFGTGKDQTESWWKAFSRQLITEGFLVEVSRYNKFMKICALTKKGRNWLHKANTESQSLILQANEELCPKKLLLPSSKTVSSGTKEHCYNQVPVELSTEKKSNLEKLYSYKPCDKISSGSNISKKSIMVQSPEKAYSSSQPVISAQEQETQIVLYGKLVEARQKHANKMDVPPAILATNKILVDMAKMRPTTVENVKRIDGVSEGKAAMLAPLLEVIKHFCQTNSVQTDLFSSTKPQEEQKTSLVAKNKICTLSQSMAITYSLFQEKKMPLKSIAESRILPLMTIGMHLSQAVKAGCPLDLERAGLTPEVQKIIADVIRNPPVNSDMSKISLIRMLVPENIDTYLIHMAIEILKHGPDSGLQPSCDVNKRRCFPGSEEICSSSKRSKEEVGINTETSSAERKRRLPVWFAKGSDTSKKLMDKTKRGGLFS
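WRN at 20 nM final preincubated with compound 15 min at room temperature; reaction started with 100 nM fluorophore/quencher forked duplex oligonucleotide and 2 mM ATP final. Unwinding followed kinetically by red fluorescence (ex 525, em 598 nm).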
IL1B secr inh: inhibitors of inflammasome signaling (IL-1 beta secretion); THP-1 LPS/ATP IL-1B secretion, AlphaLISA, 16 h; stronger effect = lower value; activity change, % at 57.5 µM; 360,000 compounds, 4.7% hits; in the data active means activity change below about -50%; inconclusive means mostly about -30% to -49%; further: on the % scale 0 is the no-effect control and ±100 the full control effect
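Secreted IL-1B measured by AlphaLISA bead assay after 16 h compound exposure of THP-1 cells; compounds (final up to 57.5 uM) added 1 h before LPS (250 ng/mL) and ATP (1.25 mM) stimulation; lower signal means less secretion.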
KB-3-1 tox: KB-3-1 parental cell cytotoxicity. 400,000 compounds, 1.4% hits. KB-3-1 viability, CellTiter-Glo ATP luminescence, 72 h. Potency, µM (doses to about 46.1 µM), without a hit: top-dose activity change, negative = cytotoxic, actives largely listed as cytotoxic. AID 1347075; further: potency means the concentration at half of the fitted maximal effect; on the % scale 0 is the no-effect control and ±100 the full control effect; nearly all actives have a fitted effect of over 60% in size
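Luminescent ATP read-out (CellTiter-Glo) measures survival of drug-naive KB-3-1 cells after 72 h compound exposure at 37 °C. Titration series was screened from lowest to highest concentration, with DMSO vehicle plates as background controls.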
ATXN2 expr inh: inhibitors of ATXN2 expression | HEK-293 ATXN2-luciferase reporter, luminescence, 24 h | Potency, µM (highest dose often 57 µM), for inactives: at the top dose activity change, negative = inhibition, most hits filed as inhibitors | AID 1745845 | 360,000 compounds, 0.72% hits; further: potency means the concentration at half of the fitted maximal effect; on the % scale 0 is the no-effect control and ±100 the full control effect; nearly all actives have a fitted effect of over 55% in size
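ATXN2-luciferase reporter cells (luciferase flanked by upstream and downstream ATXN2 gene portions) were treated 24 h at 37 °C with compounds at up to 57 uM. SteadyGlo luminescence gave expression; GF-AFC fluorescence gave viability.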
HT1080 IDH1KD tx: HT-1080 IDH1 knockdown cell toxicity (counter line); 360,000 compounds, 2% hits; Potency, µM (highest dose often 46.1 µM), inactives show at the highest dose activity, negative = toxicity, actives largely listed as cytotoxic; HT-1080 IDH1 knockdown viability, ATP luminescence, 48 h;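 further: potency means the concentration at half of the fitted maximal effect; 0% = DMSO wells and -100% = cell-free medium wells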
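In this qHTS, HT-1080 cells depleted of IDH1 are exposed for 48 h at 37 °C to compound titrations. Toxicity is scored from CellTiter-Glo luminescence, with DMSO as full viability and medium alone as none.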
SW480 rereplic: DNA re-replication induction in SW480 cells; SW480 DNA re-replication, Hoechst DNA content imaging, 48 h; Potency, µM (series often up to 46.1 µM), inactives show at the highest dose re-replication activation, hits mostly activators; 340,000 compounds, 1.8% hits; further: potency means the concentration at half of the fitted maximal effect; % of control where 0% means no effect; nearly all actives have a fitted effect of over 55% in size
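Cells (250 per well) received 23 nL compound or DMSO by pin tool and were kept 48 hr at 37 C, 5% CO2. Nuclei were then stained with Hoechst for 40 min and scanned for DNA content.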
MCF10A rereplic: induces DNA re-replication in MCF 10a normal breast cells | 350,000 compounds, 2.9% hits | MCF 10A DNA re-replication, Hoechst nuclear intensity, 48 h | Potency, µM (titrated, usually from 46.1 µM), inactives show at the top dose activity, positive = re-replication, actives largely listed as activators; further: potency means the concentration at half of the fitted maximal effect; % of control where 0% means no effect; nearly all actives have a fitted effect of over 50% in size
KB-V1 MDR tox: kills drug-selected multidrug resistant KB-V1 cells; 400,000 compounds, 3.4% hits; Potency, µM (doses to about 46.1 µM), for inactives: top-dose activity change, negative = cytotoxicity, hits mostly cytotoxic; KB-V1 MDR cells viability, CellTiter-Glo, 72 h; further: potency means the concentration at half of the fitted maximal effect; on the % scale 0 is the no-effect control and ±100 the full control effect; nearly all actives have a fitted effect of over 60% in size
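KB-V1, DMEM (no phenol red) + 10% FBS; cpd pin-transferred, titration series; 72 h, 37 degrees C; CellTiter-Glo, luminescence. Data normalized, curve-fit.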
* hit, by the source's call; u = inconclusive; x = no result given; & = joins results of further samples; [ ] = another dose, or the depositor's remark. Unless noted, the call rests on the fitted dose curve; in most records, active means well fitted curve in the direction sought with a large enough effect; inconclusive means small, poorly fitted or top-dose-only effect, or another doubt; inactive means no such curve, though single readings can be large; an effect the other way counts as inactive or inconclusive.

SMILES | HT1080-NT tox | WRN helicase inh | IL1B secr inh | KB-3-1 tox | ATXN2 expr inh | HT1080 IDH1KD tx | SW480 rereplic | MCF10A rereplic | KB-V1 MDR tox
Cc1nc(NC(=O)CC(C)C)sc1-c1csc(Nc2ccc(Cl)cc2)n1 | -15% | -2% | -2 | 0% | -15% | -6% | -2% | 15% | -4%
COc1ccccc1NC(=O)C(C)OC(=O)c1nc2nc(C)cc(C)n2n1 (stereo not drawn) | 5% | 9% | 5 | 0% | 3% | 4% | -3% | -4% | 6%
COc1ccc(OC(C)C(=O)N2CCC(C)CC2)cc1 (stereo not drawn) | 14% | -9% | -3 | 0% | -10% | -2% | -8% | 6% | 8%
O=C(Cn1c(=O)[nH]c2ccccc2c1=O)Nc1cccnc1 | 13% | 2% | -10 | 4% | x | 6% | -1% | -3% | u
O=c1cc(SCc2ccc(Cl)cc2Cl)nc[nH]1 | -7% | -15% | -29 | 0% | 0% | -8% | -8% | 15% | -10%
Cn1c(=O)c2c(nc(CN3CCN(c4ccccc4F)CC3)n2CCCc2ccccc2)n(C)c1=O | 7% | 3% | -3 | u | -23% | 6% | -1% | 1% | u
O=C(CSCc1ccc(F)cc1)NCc1ccco1 | 9% | -11% | 16 | -3% | 20% | 3% | -5% | -4% | -4%
Cc1ccc(NC2=NC(c3ccc(F)cc3)n3c(nc(C)cc3=O)N2)c(C)c1 (stereo not drawn) | u | -8% | 0 | 16% | 20% | 13% | 0% | -1% | 18%
CCNC(=S)NS(=O)(=O)c1ccccc1 | 6% | -2% | 13 | 14% | 5% | 3% | -10% | -4% | -6%
CCn1c2c(c(=N)c3ccccc31)CCC2 | u | -2% | -2 | u | -8% | u | -9% | 11% | 20%
Cc1ccc2cc(CN(Cc3ccco3)C(=S)NCC3CCCO3)c(=O)[nH]c2c1C (stereo not drawn) | 5% | -4% | -26 | -1% | 3% | 7% | -4% | u | 4.1µM*
CC1(C(=O)O)CCCN(C(=O)c2ccc(OC(F)F)cc2)C1 (stereo not drawn) | 25% | 4% | 11 | 0% | 10% | 10% | x | x | 3%
CC(C)C(=O)Nc1ccc(NC(=O)c2ccc(COc3ccccc3)cc2)cc1 | 2% | 7% | 3 | -6% | -6% | 1% | -7% | 7% | u
Cc1sc2nc(SCc3nc4ccccc4[nH]3)n(Cc3ccco3)c(=O)c2c1C | -7% | -17% | 4 | 8% | -7% | -12% | 25% | 12% | 8%
O=C(Nc1ccccc1)c1ccc(S(=O)(=O)NCC2CCCO2)cc1 (stereo not drawn) | -8% | -7% | 9 | u | 12% | 4% | 18% | u | u
O=C(c1cccnc1)N1CCN(c2c(Cl)cccc2[N+](=O)[O-])CC1 | 0% | 7% | 4 | -15% | -9% | 3% | 0% | u | 0%
COc1ccc(NC(=O)C2(C)Cc3c(-c4cccc(C(N)=O)c4)ccnc3O2)cn1 (stereo not drawn) | u | 4% | 29 | 9.2µM* | 5% | 4.6µM* | x | x | 2%
Cc1cc(NS(=O)(=O)c2ccc(NC(=S)NC(=O)c3ccc(Br)cc3)cc2)no1 | -1% | u | 17 | -2% | 15% | -3% | -6% | -3% | -3%
CCN(CC)C(=O)CSc1nc2c(sc(=S)n2-c2ccccc2)c(=O)n1-c1ccccc1OC | -14% | -15% | -6 | -6% | -10% | -21% | 21% | -4% | -3%
COc1ccc(C(=O)CSc2nnc(CNC(=O)c3ccccc3)n2C)cc1 | -2% | -18% | 32 | x | -15% | 0% | 0% | -2% | x
Cc1cccc(-n2cc[nH]c2=S)c1C | -1% | 10% | 0 | 17% | 1% | 4% | -2% | -3% | -8%
CCOC(=O)N1CCC(NC(=O)c2ccc(CS(=O)c3cccc(C)c3)o2)CC1 (stereo not drawn) | 0% | 3% | -6 | 7% | 7% | 5% | u | 7% | 8%
O=C(N/N=C/c1cccc(C(F)(F)F)c1)c1cc2c(s1)-c1ccccc1CC2 | 22% | -14% | 0 | u | 2% | 12% | u | u | u
CC(=O)c1c(O)cc(=O)oc1-c1ccc(C)cc1 | 15% | 2% | 31 | 3% | 24% | 6% | -2% | 4% | 0%
CSc1ccc(CN(C)CC(=O)NC(=O)NCCC2=CCCCC2)cc1 | 0% | -3% | -7 | -14% | -1% | 8% | -8% | -5% | 21µM*
O=C1c2ccccc2S(=O)(=O)N1CC1CC(c2ccc(Cl)cc2)=NO1 (stereo not drawn) | 1% | 1% | -17 | 8% | 88%[activator] | -13% | -694%[inhibitor] | 8% | -18%
O=C(CSc1n[nH]c(=O)n1C1CC1)Nc1ccccc1 | 2% | 14% | 7 | 11% | 7% | 6% | 3% | 13% | 19%
CC(NC(=O)CN(C)CC(=O)Nc1cccc(F)c1)c1ccccc1 (stereo not drawn) | 1% | 0% | 4 | 1% | -14% | -3% | 3% | 0% | 18µM*
Cc1ccc(CNS(=O)(=O)c2c(C)[nH]c(=O)[nH]c2=O)cc1 | 5% | 1% | 8 | -10% | -8% | 1% | 0% | -1% | 22%
O=C(Nc1ccc(S(=O)(=O)N2CCCCC2)cc1)c1ccccc1Cl | -27% | -12% | u | -7% | 0% | -10% | 4% | 15% | 1%
CSCCC(NS(=O)(=O)Cc1ccccc1)C(=O)NNc1ccccc1 (stereo not drawn) | u | 6%[57.1 µM] | -5 | 17% | u | u | x | x | -2%
O=C(CCN1CCN(c2ccc(Cl)cc2)CC1)Nc1ccccc1F | 0% | -29% | 5 | 0% | -2% | -1% | -1% | 1% | 2%
COc1ccc(NC(=O)c2c(Nc3ccccc3)sc(C(=O)c3ccc(F)cc3)c2N)cc1 | u | -10% | 0 | 2.1µM* | u | u | 5% | 18% | u
CN(C)c1ccc(NC2=C(Cl)C(=O)c3ccccc3C2=O)cc1 | 3.3µM* | -25% | -100* | u | u | 2.3µM* | 2.9µM* | 4.1µM* | -3%
O=C(Nc1cc(S(=O)(=O)N2CCOCC2)ccc1-n1cncn1)c1ccc(Cl)cc1 | -6% | 5% | u | 1% | -14% | 17% | -2% | 1% | -4%
O=C(NCCO[N+](=O)[O-])c1cccnc1 | 34% | -6% | 17 | 0% | 3%&1%&15% | 11% | u | -13%&1% | -1%
COc1cccc(NC(=O)CN(C)C(=O)c2ccccc2OCc2c(C)noc2C)c1 | 3% | -11% | 40 | -2% | 0% | 4% | 18% | -7% | 0%
Cc1ccc(-c2nnc(SCC(=O)N3CC(C)CC(C)C3)o2)cc1C (stereo not drawn) | 7% | -4% | 5 | 3% | -22% | 4% | -5% | 1% | -23%
COc1cc(-c2nc3cnccn3c2Nc2c(C)cccc2C)ccc1O | -21% | -14% | 23 | 14% | 18% | 5% | 23µM* | 16µM* | 26%
CC(C)(C)OC(=O)NCc1ccc(CNC(=O)c2nc[nH]c2C(=O)NCc2ccc(CNC(=O)OC(C)(C)C)cc2)cc1 | -5% | -7% | 6 | -30% | -21% | -3% | -2% | 10% | -2%
CC(C)c1ccc(-c2nnn(Cc3nc4ccccc4s3)n2)cc1 | 1% | -14% | 24 | -3% | 16% | -6% | 15% | 22% | -26%
CCCC(=O)N1CCC1(C)C(=O)Nc1ccc2c(c1)OCCO2 (stereo not drawn) | 15% | 0% | 19 | 0% | 3% | 4% | x | x | 0%
COc1ccc(N2CCN(C(=O)[C@H](Cc3c[nH]c4ccccc34)NC(C)=O)CC2)cc1 | 18% | -1% | 13 | 3% | -9% | 8% | -7% | -10% | -16%
O=S(=O)(Nc1nc2ccccc2nc1Cl)c1ccccc1 | -1% | -8% | 0 | -1% | x | 2% | 5% | 0% | 33%
CC1CCC(NC(=O)c2cccc(S(=O)(=O)N3CCOCC3)c2)CC1 (stereo not drawn) | 8% | -4% | 3 | 13% | x | 1% | x | x | u
CCN1CCN(CCNC(=O)c2cn(Cc3ccccc3F)nn2)CC1 | 4% | 14% | 0 | -1% | -11% | 8% | -3% | -1% | 15%
C#CCN(C[C@@H]1[C@@H](OC(=O)NCc2ccco2)[C@@H](OC(=O)NCc2ccco2)Cn2c(=O)n(CCCCCC)c(=O)n21)S(=O)(=O)c1ccc(C)cc1 | -3% | 1% | -77* | u | -21% | -6% | x | x | 0%
CSc1nsc(SCC(=O)Nc2ccccc2F)n1 | 1% | -5% | 13 | -4% | 10% | 9% | -3% | 4% | -9%

Single records, from the list above. Order of values: HT1080-NT tox | WRN helicase inh | IL1B secr inh | KB-3-1 tox | ATXN2 expr inh | HT1080 IDH1KD tx | SW480 rereplic | MCF10A rereplic | KB-V1 MDR tox
CC(C)c1ccc(-c2nnn(Cc3nc4ccccc4s3)n2)cc1 in the list: 1% | -14% | 24 | -3% | 16% | -6% | 15% | 22% | -26%
COc1ccc(N2CCN(C(=O)[C@H](Cc3c[nH]c4ccccc34)NC(C)=O)CC2)cc1 in the list: 18% | -1% | 13 | 3% | -9% | 8% | -7% | -10% | -16%
COc1cc(-c2nc3cnccn3c2Nc2c(C)cccc2C)ccc1O in the list: -21% | -14% | 23 | 14% | 18% | 5% | 23µM* | 16µM* | 26%

Other entries.
SMILES | HT1080-NT tox | WRN helicase inh | IL1B secr inh | KB-3-1 tox | ATXN2 expr inh | HT1080 IDH1KD tx | SW480 rereplic | MCF10A rereplic | KB-V1 MDR tox
CN(CCCCOc1ccc(F)cc1)Cc1ccccc1 | 1% | 1% | -28 | 0% | 2% | 0% | -42% | 7% | -6%
Cn1c(C(=O)O)cc2c(=O)n3ccccc3nc21 | -1% | -7% | 15 | 2% | x | -1% | u | u | 6%
Cc1occc1C(=O)N1N=C(C2CC2)CC1(O)C(F)(F)F (stereo not drawn) | -4% | -6% | 44 | -4% | -2% | -4% | -3% | 3% | 0%
COCCNS(=O)(=O)c1ccccc1 | 7% | 2% | -7 | 6% | 11% | 18% | -9% | 2% | 12%
